Screens (PubChem)
EPAC2 antagonist = EPAC2 (human) antagonism. 360,000 tested, 0.18% active. Q8WZA2. Potency, µM (titrated, usually from 114 µM), without a hit: at the highest dose activity, negative = inhibition, actives largely listed as inhibitors. EPAC2 GEF exchange of Rap1B-BODIPY-GDP, fluorescence; note: potency is the fitted concentration of half-maximal effect; % is set by controls: 0 for no effect and ±100 for the full control effect; nearly all actives have a fitted effect of over 45% in size; many of its hits are not listed in these tables
EPAC1 antagonist = EPAC1 (human) antagonism. O95398. EPAC1 GEF assay, Rap1b-BODIPY-GDP exchange fluorescence. Potency, µM (doses to about 115 µM), for the others: at the highest dose activity change, negative = inhibition, actives largely listed as inhibitors. 360,000 tested, 0.14% active. AID 720709;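 note: potency is the fitted concentration of half-maximal effect; plate controls were vehicle for no effect and positive control for full effect; nearly all actives have a fitted effect of over 50% in size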
EPAC1 ag = activates human EPAC1 exchange factor. O95398. EPAC1 agonist qHTS, biochemical assay; response scale: 100% = response to 6.5 mM cAMP. Potency, µM (titrated, usually from 154 µM), without a hit: at the highest dose activation, actives largely listed as activators. 360,000 tested, 0.073% active; note: potency is the fitted concentration of half-maximal effect; nearly all actives have a fitted effect of over 60% in size
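Fluorescent GDP-exchange assay: 100 nM EPAC1 with 250 nM Rap1B preloaded with BODIPY-GDP and 50 uM GDP; compounds tested as concentration series, 5 min at room temperature, then read every 5 min for 30 min (ex 480/em 540 nm); normalized to 6.5 mM cAMP.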
PI5P4Ka inh = inhibitors of human PI5P4K alpha; PI5P4Kalpha enzyme, ADP-Glo luminescence, 60 min; stronger effect = lower value; max response, %; 330,000 tested, 1.2% active; AID 652105; active = max response of -50% or lower; inconclusive = between -30% and -50%; inactive = -30% or higher; note: value at the top dose of about 77 µM; % is set by controls: 0 for no effect and ±100 for the full control effect
Target sequence (P48426 whole entry, looked up): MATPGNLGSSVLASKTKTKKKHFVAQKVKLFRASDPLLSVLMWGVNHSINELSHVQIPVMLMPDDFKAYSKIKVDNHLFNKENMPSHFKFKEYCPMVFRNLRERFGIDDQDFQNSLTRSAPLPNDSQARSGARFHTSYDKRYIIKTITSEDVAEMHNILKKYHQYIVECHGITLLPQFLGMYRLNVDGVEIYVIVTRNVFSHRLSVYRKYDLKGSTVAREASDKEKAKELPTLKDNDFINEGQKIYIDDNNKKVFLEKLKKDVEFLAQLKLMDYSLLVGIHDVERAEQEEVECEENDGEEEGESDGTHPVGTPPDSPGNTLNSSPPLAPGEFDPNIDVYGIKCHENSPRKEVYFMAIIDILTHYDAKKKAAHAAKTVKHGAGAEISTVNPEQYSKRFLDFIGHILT
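ADP-Glo luminescence end-point read after a 60 min room-temperature kinase reaction of PI5P4Kalpha plus substrate, initiated with ATP at 5 microM final. Buffer: 0.038 M HEPES pH 7.4, EGTA, 0.1% CHAPS, 5% DMSO.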
MmCpn inh = blocks the Methanococcus maripaludis chaperonin Mm-Cpn | purified Mm-Cpn ATPase, ADP Transcreener TR-FRET | Potency, µM (top dose mostly 76.9 µM), for the others: at the highest dose activity, negative = inhibition, hits mostly inhibitors | 330,000 tested, 0.031% active | AID 504842; note: potency is the fitted concentration of half-maximal effect; % is set by controls: 0 for no effect and ±100 for the full control effect; nearly all actives have a fitted effect of over 80% in size
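TR-FRET (320 nm excitation; 590 and 665 nm emission) reports ADP made from 10 uM ATP by 25 nM enzyme; compounds were preincubated 10 min, reaction run 30 min, both at 37°C.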
WRN helicase inh = WRN helicase (human) inhibition; WRN helicase unwinding, fluorescent forked duplex, kinetic; Potency, µM (highest dose often 114 µM), inactives show at the top dose activity change, negative = inhibition, usual class: inhibitors; 360,000 tested, 0.46% active; note: potency is the fitted concentration of half-maximal effect; % is set by controls: 0 for no effect and ±100 for the full control effect; nearly all actives have a fitted effect of over 55% in size
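Screening of the MLSMR collection measured strand separation of a quenched forked DNA duplex (100 nM) by 20 nM WRN with 2 mM ATP, all final. Compounds were preincubated with enzyme 15 min at room temperature.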
PLK1 PBD block = inhibitors of human PLK1 polo-box domain binding; AID 720504; 360,000 tested, 2.8% active; Plk1 PBD binding of FITC phosphopeptide, fluorescence polarization; Potency, µM, inactives show max response, negative = inhibition, actives largely listed as inhibitors; P53350; note: potency is the fitted concentration of half-maximal effect; series mostly up to about 57 µM; % is set by controls: 0 for no effect and ±100 for the full control effect; nearly all actives have a fitted effect of over 65% in size
Target sequence (P53350 whole entry, looked up, the tested form may be a part): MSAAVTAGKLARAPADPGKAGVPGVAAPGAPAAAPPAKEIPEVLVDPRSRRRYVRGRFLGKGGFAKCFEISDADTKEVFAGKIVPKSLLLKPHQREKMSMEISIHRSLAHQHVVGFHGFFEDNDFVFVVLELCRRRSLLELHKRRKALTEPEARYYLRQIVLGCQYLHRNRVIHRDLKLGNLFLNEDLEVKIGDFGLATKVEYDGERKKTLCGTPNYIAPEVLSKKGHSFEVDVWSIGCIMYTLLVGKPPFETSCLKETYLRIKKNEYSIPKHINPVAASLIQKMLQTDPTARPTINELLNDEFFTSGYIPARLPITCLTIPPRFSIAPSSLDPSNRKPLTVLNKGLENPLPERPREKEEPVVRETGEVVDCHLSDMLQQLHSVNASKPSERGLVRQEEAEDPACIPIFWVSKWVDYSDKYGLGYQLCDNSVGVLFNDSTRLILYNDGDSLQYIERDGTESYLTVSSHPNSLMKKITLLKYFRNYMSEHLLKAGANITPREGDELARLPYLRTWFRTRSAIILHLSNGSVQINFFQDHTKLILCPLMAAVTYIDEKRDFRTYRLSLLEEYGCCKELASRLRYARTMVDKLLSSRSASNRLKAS
CCT modulator = modulators of cytosolic chaperonin (CCT/TRiC) activity; purified chaperonin ATPase assay, HTRF ADP detection, 30 min; activity change, % (test concentration not listed), hits read low; 360,000 tested, 0.3% active; AID 651819; in the data active = activity change below about -30%; note: % is set by controls: 0 for no effect and ±100 for the full control effect
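Nucleotide hydrolysis assay: TRiC at 20–40 nM final (set by batch activity) with 10 uM ATP, 30 min at 37 °C, in presence of 76 uM compound. Detection by competitive ADP HTRF, 30 min ambient.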
* marks the source's active call; other numbers are inactive results; u = inconclusive; x = not tested or not shown; [ ] = remark or other dose. Unless noted, calls come from the whole dose curve; as a rule, active = well fitted curve in the direction sought with a large enough effect; inconclusive = small, poorly fitted or top-dose-only effect, or another doubt; inactive = no such curve, though single readings can be large; an effect the other way counts as inactive or inconclusive.

#	Structure	EPAC2 antagonist	EPAC1 antagonist	EPAC1 ag	PI5P4Ka inh
1	CCC/C(=N\NC(=O)CCC(=O)NCc1ccccc1)c1ccccc1	1%	-6%	-10%	-4
2	Cc1ccc(C(=O)N2CCCC(CCC(=O)N3CCN(c4ccccn4)CC3)C2)s1 (centres undefined)	-7%	-11%	-1%	-1
3	CCOC(=O)N1CN(C(=O)OCC)CN(C(=O)OCC)C1	10%	-3%	-3%	2
4	CC(=O)O/N=C/c1c(C)c(C=O)n2ccccc12	-1%	6%	-9%	-19
5	CN(CCO)C(=O)c1nc[nH]c1C(=O)N(C)Cc1ccccc1	u	0%	-2%	8
6	CCCOc1ccc(C(=O)NCc2ccco2)cc1	-4%	4%	-7%	-1
7	CCCCCCCCSc1nnc(/N=C/N(C)C)s1	-26%	18%	3%	2
8	O=C(Nc1ccccc1F)c1ccc(COc2ccc(Cl)cc2Cl)o1	-9%	0%	0%	20
9	CCOC(=O)c1c(C)oc2c1c(C=NCc1ccccn1)c(O)c1ccccc12	-17%	8%	0%	-12
10	Cc1cccc(C)c1NC(=O)c1cc(S(=O)(=O)N2CCOCC2)cn1C	-4%	-3%	-8%	-2

#	MmCpn inh	WRN helicase inh	PLK1 PBD block	CCT modulator
1	0%	10%	-7%	0.9
2	0%	0%	10%	0.1
3	-6%	-3%	-4%	0.0
4	-1%	-8%	-3%	-1.0
5	x	-10%	-7%	2.1
6	-1%	-4%	-4%	0.4
7	1%	-9%	-19%	-0.9
8	-2%	-9%	-3%	-0.1
9	-1%	8%	-13%	-0.8
10	-1%	-1%	2%	-0.1

(cont.)
#	Structure	EPAC2 antagonist	EPAC1 antagonist	EPAC1 ag	PI5P4Ka inh
11	O=C(NCCOc1ccccc1)c1ccccc1SCC(=O)N1CCCC1	4%	0%	-9%	-2
12	CCOc1ccc(Nc2nc(Cc3nnc(SCC(=O)c4ccc(C)c(C)c4)o3)cs2)cc1	-15%	1%	11%	x
13	CC(C)(C)C1COc2ccccc2N1C(=O)c1cccc(Cl)c1 (centres undefined)	-6%	-3%	-13%	8
14	O=C(O)C[C@]1(C(=O)Nc2ccc(F)cc2)CC(/C=C/c2ccccc2)=NO1	-12%	5%	-5%	-11
15	Cc1ccc(C)c(CNS(=O)(=O)c2c(C)[nH]c(C)c2C(=O)N2CCCCC2)c1	5%	-2%	-4%	6
16	O=C(Nc1ccc(-c2nc3ncccc3o2)cc1)c1ccco1	-4%	3%	3%	-53*
17	COc1cc(C)c(NC(=S)Nc2cccc(Cl)c2C)cc1OC	8%	8%	8%	5
18	Cc1ccc(S(=O)(=O)NC(CC(=O)N2CCc3ccccc32)c2ccco2)cc1 (centres undefined)	3%	-4%	17%	-8
19	Cc1cc(=O)n2nc(N3CCCC(C(=O)NC(C)c4ccccc4)C3)sc2n1 (centres undefined)	7%	14%	-4%	x
20	O=C(O)c1cccc(Nc2ncnc3ccccc23)c1	-1%	5%	4%	x

#	MmCpn inh	WRN helicase inh	PLK1 PBD block	CCT modulator
11	-3%	9%	-8%	-1.6
12	-2%	-15%	-14%	-0.1
13	1%	-2%	-2%	0.3
14	-3%	-5%	-4%	0.7
15	-6%	-5%[57.1 µM]	1%	-1.7
16	-1%	-21%[57.1 µM]	11µM*	1.0
17	3%	-7%	-2%	-1.5
18	2%	-26%	-9%	-0.5
19	0%	6%	-1%	0.0
20	0%	-9%[57.1 µM]	-7%	0.1

(more compounds)
#	Structure	EPAC2 antagonist	EPAC1 antagonist	EPAC1 ag	PI5P4Ka inh
21	CCCCN(C(=O)CCCc1nc2ccccc2c(=O)[nH]1)c1c(N)n(CCCC)c(=O)[nH]c1=O	-2%	15%	-2%	-1
22	O=C(O)CC(C(=O)Nc1ccc(F)cc1)C1CCCO1 (centres undefined)	2%	17%	9%	0
23	CCOc1ccc(C(=O)CC(NCc2cccs2)C(=O)O)cc1 (centres undefined)	14%	-2%	-3%	1
24	CC(=O)c1ccc(OCC(O)CN2CCN(S(=O)(=O)c3c(C)c(C)cc(C)c3C)CC2)cc1 (centres undefined)	-14%	u	7%	5
25	COc1cc(/C=N/NC(=S)Nc2cccc(C(=O)O)c2)cc(OC)c1OC	5%	7%	4%	-30
26	CCn1nc(NC(=O)c2ccccn2)c2cc3cccc(C)c3nc21	-3%	2%	11%	28
27	CN(c1ccc(F)cc1)S(=O)(=O)c1ccc(Cl)c(C(=O)NCC2CCCO2)c1 (centres undefined)	-6%	-22%	-2%	-4
28	CC(=O)N1N=C(c2ccc(Br)cc2)OC1(C)CC(=O)Nc1ccccc1 (centres undefined)	-22%	-12%	4%	0
29	CN(C)C(C)(C)C#CCCCCC#CC(C)(C)N(C)C	-1%	-6%	0%	x
30	Cc1cccc(C2NS(=O)(=O)N=C2N)c1 (centres undefined)	0%	-1%	8%	0

#	MmCpn inh	WRN helicase inh	PLK1 PBD block	CCT modulator
21	1%	-17%	-1%	1.9
22	-1%	3%	-12%	-3.3
23	-1%	-33%	-28%	-0.2
24	1%	-7%	-6%	-1.7
25	-5%	-29%	-21%	3.2
26	0%	-2%	-3%	-1.2
27	-3%	14%	-13%	-4.2
28	-8%	-2%	-14%	-3.9
29	1%	-2%	-6%	-2.6
30	1%	2%	2%	-1.3

Next section
#	Structure	EPAC2 antagonist	EPAC1 antagonist	EPAC1 ag	PI5P4Ka inh
31	CCOc1ccccc1NC(=O)COn1nnc2ccc(Cl)cc21	-4%	5%	6%	2
32	COc1ccc(C(CNC(=O)c2cccc(S(=O)(=O)N(C)c3ccccc3)c2)N2CCCC2)cc1 (centres undefined)	10%	6%	0%	-4
33	COc1ccc(NC(=O)Cc2nnc(SCC(=O)Nc3cc(C)ccc3OC)n2C)cc1	-1%	-4%	0%	1
34	CCc1nnc(NC(=O)CCC(=O)N2CCN(S(=O)(=O)c3cc(Cl)ccc3OC)CC2)s1	5%	2%	1%	4
35	Cc1cccn2c(NC(=O)c3cccs3)c(-c3ccccc3)nc12	2%	12%	6%	-8
36	Cc1cc2cc(CCNC(=O)c3ccc(S(=O)(=O)N4CCOCC4)cc3)c(=O)[nH]c2cc1C	-7%	-7%	12%	u
37	C=CCNC(=O)NC(=S)c1ccccc1	2%	-3%	2%	x
38	COC(=O)c1cc(NC(=O)CN(c2ccc3c(c2)OCO3)S(C)(=O)=O)ccc1Cl	0%	4%	1%	-2
39	Cc1ccc(S(=O)(=O)N(CC(=O)NC2CC3CCC2C3)c2ccccc2)cc1 (centres undefined)	-2%	3%	-6%	-9
40	O=C1c2ccccc2C(=O)N1CC1c2ccccc2CCN1S(=O)(=O)c1ccccc1 (centres undefined)	2%	2%	8%	1

#	MmCpn inh	WRN helicase inh	PLK1 PBD block	CCT modulator
31	4%	5%	-22%	0.1
32	-3%	5%	-11%	-2.0
33	x	-2%	-3%	-0.3
34	3%	-4%	-6%	1.7
35	-1%	-34%[57.1 µM]	1%	-3.0
36	0%	-6%	2%	-3.8
37	-1%	2%	-2%	-2.4
38	-1%	2%	0%	-0.1
39	x	-4%	-1%	0.0
40	-7%	2%	-14%	-1.6

The last 6 entries of the section before are carried over, then new ones follow:
#	Structure	EPAC2 antagonist	EPAC1 antagonist	EPAC1 ag	PI5P4Ka inh
35	Cc1cccn2c(NC(=O)c3cccs3)c(-c3ccccc3)nc12	2%	12%	6%	-8
36	Cc1cc2cc(CCNC(=O)c3ccc(S(=O)(=O)N4CCOCC4)cc3)c(=O)[nH]c2cc1C	-7%	-7%	12%	u
37	C=CCNC(=O)NC(=S)c1ccccc1	2%	-3%	2%	x
38	COC(=O)c1cc(NC(=O)CN(c2ccc3c(c2)OCO3)S(C)(=O)=O)ccc1Cl	0%	4%	1%	-2
39	Cc1ccc(S(=O)(=O)N(CC(=O)NC2CC3CCC2C3)c2ccccc2)cc1 (centres undefined)	-2%	3%	-6%	-9
40	O=C1c2ccccc2C(=O)N1CC1c2ccccc2CCN1S(=O)(=O)c1ccccc1 (centres undefined)	2%	2%	8%	1
41	CCCCn1cnc2c1c(=O)n(C)c(=O)n2C	-2%	2%	22%	-4
42	CCN(CC(=O)Nc1c(F)cccc1F)C(=O)CCOc1ccccc1	-5%	-7%	-43%	-1
43	O=C(NCc1ccccc1C(F)(F)F)C1CC(c2ccccc2C(F)(F)F)=NO1 (centres undefined)	-27%	-25%	-13%	7
44	Cc1cccc(NC(=S)NC(=O)c2ccc(Br)o2)c1	-4%	-1%	14%	3
45	C=CCNC(=S)NC(=O)c1csc([N+](=O)[O-])c1	3%	-10%	-2%	-27
46	C/C(=N\O)C(C)(C)Nc1cccc(F)c1	-3%	-13%	-8%	6
47	CC(C)NC(=O)NC(=O)COc1cccc2c1OC(C)(C)C2	-3%	-1%	3%	4
48	Cn1c(=O)c2cc(S(=O)(=O)N3CCOCC3)ccc2n(C)c1=O	23%	19%	2%	x
49	COCCSc1nnc(NS(=O)(=O)Cc2ccccc2)s1	5%	-3%	6%	x
50	CCOC(=O)N1CCC(N2CCN(c3cc(C)ccc3C)CC2)CC1	14%	18%	-2%	x

#	MmCpn inh	WRN helicase inh	PLK1 PBD block	CCT modulator
35	-1%	-34%[57.1 µM]	1%	-3.0
36	0%	-6%	2%	-3.8
37	-1%	2%	-2%	-2.4
38	-1%	2%	0%	-0.1
39	x	-4%	-1%	0.0
40	-7%	2%	-14%	-1.6
41	1%	-1%	-9%	-2.8
42	2%	-10%	1%	-4.1
43	-2%	-4%	-11%	-0.7
44	-9%	0%	1%	-1.5
45	-2%	-19%	-16%	-3.2
46	-2%	3%	4%	1.9
47	1%	-27%	-9%	0.0
48	0%	-11%	-3%	-0.7
49	0%	-4%	-21%	-3.1
50	1%	-1%	-9%	0.1

Next structures:
#	Structure	EPAC2 antagonist	EPAC1 antagonist	EPAC1 ag	PI5P4Ka inh
51	COc1ccc(CC(=O)N/N=C/C=C/c2cccc([N+](=O)[O-])c2)cc1OC	-4%	-10%	7%	5
52	CCOC(=O)c1cnc(Nc2ccccc2)nc1C(F)(F)F	-30%	-17%	-7%	4
53	Cc1ccc(-c2noc(C3CCCN(S(=O)(=O)c4ccc5ccccc5c4)C3)n2)o1 (centres undefined)	1%	-3%	13%	x
54	Cc1ccc(-c2nc(CS(=O)CC(=O)N3CCN(c4ccc(F)cc4)CC3)c(C)o2)cc1 (centres undefined)	-24%	-4%	-7%	5

#	MmCpn inh	WRN helicase inh	PLK1 PBD block	CCT modulator
51	2%	-11%	6%	1.8
52	4%	-9%	8%	1.0
53	-3%	-11%[57.1 µM]	-11%	-5.1
54	1%	6%	-4%	3.2

Some of the compounds tested, so the mix of outcomes need not match the whole.
